NTR1 agonist: NTR1-driven beta-arrestin-GFP spot formation – imaging, U2OS cells, high content, primary screen (AID 493036); P30989; agonist mode; activation, % at 20 µM; actives 0.17% (n = 330,000);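 active = activation at or above 40% of the spot to cytoplasm intensity ratio, with at least 20 cells analyzed; inconclusive = wells under 20 cells, flagged as cytotoxic or low count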;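 also: 0% = DMSO without peptide and 100% = 100 nM NTR1 peptide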
Target sequence (P30989 whole entry, looked up): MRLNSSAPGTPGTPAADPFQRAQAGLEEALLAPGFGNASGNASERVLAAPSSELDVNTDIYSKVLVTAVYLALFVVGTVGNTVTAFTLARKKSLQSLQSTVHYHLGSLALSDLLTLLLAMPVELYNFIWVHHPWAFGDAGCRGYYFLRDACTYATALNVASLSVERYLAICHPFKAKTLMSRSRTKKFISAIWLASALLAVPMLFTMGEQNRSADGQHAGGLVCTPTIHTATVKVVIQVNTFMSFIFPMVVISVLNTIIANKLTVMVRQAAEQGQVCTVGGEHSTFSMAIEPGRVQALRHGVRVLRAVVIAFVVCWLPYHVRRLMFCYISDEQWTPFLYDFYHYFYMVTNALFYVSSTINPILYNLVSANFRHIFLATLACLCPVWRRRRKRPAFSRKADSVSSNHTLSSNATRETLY
K1F lysis inhibition: protection from phage-mediated lysis, alamar blue read-out – E. coli UTI89, K1F phage, bacterial capsule biogenesis inhibitors (AID 488966); E. coli UTI89 K1F phage lysis, alamar blue, 2 h; higher % means a stronger effect; inhibition, % at 100 µM; hits with a dose series show IC50 in µM; actives 0.02% (n = 340,000);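 active = phage lysis inhibition, versus mean bacterial control, above a set limit; inconclusive = no clear call, values can overlap the other calls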;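 also: capsule biogenesis inhibitors block K1F phage lysis so surviving cells raise fluorescence; higher fluorescence means more inhibition of phage lysis; actives were called in the ten point dose series up to 300 µM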
Dengue-2 NS5 capping: Dengue-2 NS5 methyltransferase inhibitors, primary screen, biochemical, confirmation dose response (AID 588689); Dengue-2 NS5 methyltransferase capping enzyme assay, biochemical; higher % means a stronger effect; inhibition, % at 25 µM, or IC50 in µM where a hit was titrated; actives 0.3% (n = 340,000); in the data active = a potency from the dose series; inconclusive = inhibition above about 29% without an active follow-up result
GPR35 antagonists: GPR35 antagonists blocking zaprinast-driven arrestin recruitment, primary screen, imaging, U2OS, beta-arrestin-GFP, zaprinast agonist (AID 2058). inhibition, % at 10 µM; hits with a dose series show IC50 in µM. U2OS GPR35 beta-arrestin-GFP translocation imaging, zaprinast antagonism; higher % means a stronger effect. actives 0.052% (n = 290,000);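 active = inhibition of at least 50% with at least 30 cells and total cytoplasm GFP at most 10,000,000; inconclusive = under 30 cells or total GFP of 10,000,000 plus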
GPR55 antagonists: GPR55 antagonists blocking LPI-driven arrestin recruitment, primary screen, imaging, U2OS, beta-arrestin-GFP, LPI agonist (AID 2013). inhibition, % at 10 µM; hits with a dose series show IC50 in µM. U2OS GPR55 beta-arrestin-GFP translocation imaging, LPI antagonism; higher % means a stronger effect. actives 0.13% (n = 290,000);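 active = spots per cell inhibited over 60%, with over 100 cells counted and total cytoplasm intensity under 500,000; inconclusive = wells with under 100 cells, flagged as likely toxic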;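 also: U2OS cells stably carrying GPR55 and arrestin-GFP stimulated by 5 µM LPI near EC80; imaged beta-arrestin-GFP aggregate spots per cell after agonist stimulation; plate controls were LPI-stimulated DMSO wells for no effect and DMSO wells without LPI for full effect; some results filed as inactive read as strong as hits; confirmed hits need IC50 under 10 µM and bright autofluorescent wells are also inconclusive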
HIV peptide binding: inhibitors of HIV fusion peptide binding, primary screen, biochemical, uHTS, fluorescence dequenching (AID 1986). cell-free peptide binding, fluorescence dequenching, 30 min; higher % means a stronger effect. inhibition, % at 20 µM; hits with a dose series show IC50 in µM. actives 0.3% (n = 290,000); in the data active = inhibition mostly above about 52%, no sharp cut-off; inactive = mostly below about 76%; also: some results filed as inactive read as strong as hits
AID2073: disruptors of CaV2.2 binding to Mint1 – biochemical, HTRF (AID 2073); actives 0.19% (n = 290,000); HTRF protein-protein interaction, Mint1-CaV2.2; higher % means a stronger effect; one-dose inhibition, % at 20 µM; IC50 in µM for titrated hits; in the data active = inhibition mostly above about 51%, no sharp cut-off; inconclusive = no clear call, values can overlap the other calls; inactive = mostly below about 53%; also: some results filed as inactive read as strong as hits
GPR55 activation: selective activators of receptor GPR55 – imaging, U2OS cells, beta-arrestin-GFP redistribution, primary screen (AID 1961) | U2OS GPR55 beta-arrestin-GFP redistribution imaging; higher % means a stronger effect | activation, % at 10 µM; hits with a dose series show EC50 in µM | actives 0.048% (n = 290,000);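 active = activation above 40% with more than 50 cells counted in the well; inconclusive = wells holding fewer than 50 cells, flagged as toxic or sparse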;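 also: U2OS osteosarcoma cells stably expressing GPR55 and beta-arrestin-GFP; plate controls were DMSO negative control for no effect and LPI positive control for full effect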
Siah-1 displacement: Siah-1 peptide-binding antagonists, primary screen, biochemical, fluorescence polarization, rhodamine-plectin, uHTS (AID 1817); displacement, % at 20 µM, or IC50 in µM where a hit was titrated; Siah-1 / rhodamine-plectin peptide fluorescence polarization; higher % means a stronger effect; actives 0.02% (n = 290,000);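 active = displacement of at least 50% at 20 µM, with a fluorescence ratio check between 0.3 and a set limit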;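 also: plate controls were Siah plus tracer with DMSO for no effect and tracer alone without Siah for full effect; strong numbers were not always called active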
NTR1 agonist cell count 20 µM: second read-out of NTR1 agonist, no call of its own (marks repeat the call); cell count; measured here: cell count, cytotoxicity flag
Dengue-2 NS5 capping pilot replicate: second read-out of Dengue-2 NS5 capping, no call of its own (marks repeat the call); inhibition, %; measured here: pilot screen replicate inhibition
* = called active by the depositor; u = inconclusive; x = no result given; [ ] = dose if it differs, or a comment.

SMILES | NTR1 agonist | NTR1 agonist cell count 20 µM | K1F lysis inhibition | Dengue-2 NS5 capping | GPR35 antagonists | GPR55 antagonists | HIV peptide binding | AID2073 | GPR55 activation | Siah-1 displacement | others
O=C(Nc1ccc(Cl)c([N+](=O)[O-])c1)Nc1nc2ccccc2s1 | 19 | 65 | x | x | -3% | 9% | 1.0% | 26% | -0.1% | 8%
CC(/C=N/NC(=O)c1ccc(Br)cc1)=C\c1ccccc1 | 1.4 | 54 | 0.0% | -1% | 3% | -14% | -1.0% | 2% | -0.2% | 23%
CC(=O)Nc1cccc(NC(=O)C(F)(F)F)c1 | 0.7 | 56 | -0.1% | 0% | 2% | -6% | -1.3% | 1% | 0.2% | -3%
COc1ccc(OCc2ccc(C(=O)N3CCOCC3)cc2)cc1 | 1.5 | 45 | -2.2% | 3% | -4% | -2% | 0.3% | -3% | -0.3% | -3%
COC(=O)c1cc(S(=O)(=O)N2CCN(c3ccccc3)CC2)c[nH]1 | -0.9 | 53 | 1.8% | -1% | -3% | -6% | 1.0% | -2% | -0.1% | -7%
COc1ccc(/C=N\NC(=O)c2ccccc2Cl)cc1COc1c(F)c(F)c(F)c(F)c1F | 5.7 | 68 | 0.2% | -5% | -14% | 5% | -0.1% | 4% | -0.2% | -2%
CCN=C1SC(CC(=O)Nc2ccc(N3CCOCC3)cc2)C(=O)N1CC (configuration not stated) | 0.1 | 48 | 0.0% | -9% | -4% | 23% | 0.6% | -2% | -0.2% | 0%
CC(NC(=O)Cc1cccs1)c1ccc2c(c1)OCO2 (configuration not stated) | -1.7 | 67 | 3.3% | 2% | -8% | 4% | 1.5% | -4% | 0.0% | 11%
CCCS(=O)(=O)N1CCCC(c2nc(-c3cccc(OC)c3)no2)C1 (configuration not stated) | 2.8 | 62 | 6.2% | -5% | -20% | -14% | -0.5% | -7% | -0.2% | -5%
COCCNC(=O)COC(=O)CSCc1nc2ccccc2s1 | 8.5 | 92 | 0.4% | -10% | -8% | 2% | 3.6% | -2% | -1.0% | 1% | Dengue-2 NS5 capping pilot replicate=-6.5
CN(C)S(=O)(=O)c1ccc(NC(=O)COC(=O)CC2CC3CCC2C3)cc1 (configuration not stated) | -0.9 | 61 | -0.1% | -6% | -5% | 5% | -1.1% | 2% | 0.3% | 7%
N#CC(C#N)=c1ccc2c(c1)NC1(CCCCC1)N=2 | -1.1 | 57 | -0.5% | 25% | -4% | -7% | -1.6% | -76% | 0.0% | -4%
CCOC(=O)CN1C(=O)C(=O)N(Cc2cccc(C)c2)C1=O | -1.2 | 81 | 0.2% | -1% | 2% | 7% | -2.9% | 11% | -0.1% | -8%
CCCc1cc(=O)oc2c(C)c(OCc3nn[nH]n3)ccc12 | 0.1 | 40 | -1.9% | -5% | 12% | 4% | 0.2% | 8% | 0.3% | 1%
CCOC(=O)CN1C(=O)S/C(=C/c2ccc(C)o2)C1=O | 1.9 | 64 | -0.3% | -2% | -11% | 9% | -0.2% | -30% | 0.4% | -1%
CCN(CC)C(=O)Oc1ccc2c(=O)c(-c3ccc(OC)cc3)coc2c1 | 2.8 | 44 | 1.2% | -4% | 6% | 5% | 2.5% | 7% | -0.2% | 2%
Cc1ccc(-c2nc(C(=O)NCCCN3CCOCC3)cc3c2[nH]c2ccccc23)cc1 | 0.2 | 109 | -1.2% | -3% | 7% | -4% | 3.0% | 19% | 0.5% | -2%
Cn1nnnc1SCC1=C(C(=O)O)N2C(=O)C(NC(=O)Cn3nc(C(F)F)cc3C3CC3)C2SC1 (configuration not stated) | 0.5 | 35 | 4.3% | -1% | -2% | 10% | 12% | 4% | -0.3% | -1%
O=C(NCc1ccccc1)C(=O)c1cn(CC(=O)N2CCOCC2)c2ccccc12 | 0.2 | 63 | -0.1% | -4% | 5% | -6% | 0.9% | 0% | -0.2% | 8%
Cc1ccc2nc(/C=C/c3cccc(F)c3)ccc2c1 | 1.1 | 73 | 0.4% | -2% | -11% | 4% | 3.6% | 1% | 0.0% | 10%
O=C(Cn1nc(Cl)nc1Cl)c1ccccc1 | 1.5 | 80 | 0.4% | -1% | -2% | -7% | 2.0% | 9% | -0.1% | 3%
CCCCC(=O)N(Cc1ccc2c(c1)OCO2)Cc1nc2ccccc2c(=O)[nH]1 | 1.2 | 48 | -1.0% | -15% | 11% | 10% | -1.9% | 30% | -0.3% | 2%
CCCc1nc([N+](=O)[O-])c(S(=O)(=O)c2ccccc2)n1CC(C)C | 0.4 | 88 | 0.2% | 6% | 35% | 7% | -1.1% | 1% | 0.1% | -4%
O=C(O)C(Cc1c[nH]c2ccccc12)NS(=O)(=O)c1cccc(Cl)c1Cl (configuration not stated) | 0.4 | 100 | -0.1% | -3% | 0% | 6% | 1.2% | 16% | 0.4% | -6%
COc1ccc(-c2nc(-c3ccc(NC(=O)c4ccncc4)cc3)no2)cc1OC | 9.1 | 90 | -0.7% | 0% | -2% | 17% | 0.1% | 12% | -0.1% | 0%
(next part)
SMILES | NTR1 agonist | NTR1 agonist cell count 20 µM | K1F lysis inhibition | Dengue-2 NS5 capping | GPR35 antagonists | GPR55 antagonists | HIV peptide binding | AID2073 | GPR55 activation | Siah-1 displacement | others
COc1ccc(Oc2c(Cl)cnn(-c3ccc(Cl)c(Cl)c3)c2=O)cc1 | -0.7 | 23 | 0.5% | -12% | -7% | 6% | -1.9% | 8% | -0.3% | 1%
Cc1cc(C)nc(N/N=C/c2ccccc2OCc2ccc([N+](=O)[O-])cc2)n1 | 2.2 | 66 | 0.1% | 1% | -14% | -7% | 0.5% | 8% | 0.5% | 6%
Cc1ccc(CCNC(=O)C2CCN(S(=O)(=O)c3c(C)nn(C)c3C)CC2)cc1 | -1.1 | 64 | 0.3% | -1% | 13% | 6% | 1.7% | 15% | -0.3% | -2%
COc1ccc(CNC(=O)CN(C(=O)CCC(=O)Nc2ccccn2)c2cc(C)ccc2C)cc1 | -0.9 | 47 | -0.2% | -2% | 1% | -10% | -0.2% | -4% | x | 0%
NC(=O)CC(c1ccccc1)c1ccc2c(c1)OCO2 (configuration not stated) | 0.3 | 60 | 1.9% | x | -1% | 4% | 0.4% | -4% | -0.2% | -2%
COc1ccc(/C=C/C(=O)Nc2ccc(C)cc2)cc1S(=O)(=O)N1CCOCC1 | 2.4 | 52 | 0.0% | 5% | -3% | 14% | 0.4% | 6% | -0.1% | 5%
C=CCn1c(SCc2ccccc2C#N)nnc1-c1ccccc1O | 1.5 | 84 | 0.3% | -3% | -1% | -7% | -3.1% | -4% | -0.1% | -2%
O=C(N/C(=C\c1cccc([N+](=O)[O-])c1)C(=O)N(CCO)CCO)c1ccco1 | -0.6 | 43 | -0.3% | x | 1% | -5% | 0.9% | -1% | 0.0% | 4%
CCN(CC)S(=O)(=O)c1cccc(-c2n[nH]c(=S)n2/N=C/c2ccc(OC)cc2)c1 | 9.0 | 51 | 4.2% | -11% | -3% | 6% | 8.3% | -1% | -0.3% | 8%
COc1ccc(-c2nn(-c3ccccc3)cc2/C=N/Nc2ccc3ccccc3n2)cc1OC | 1.9 | 53 | 1.1%[50 µM] | -7% | -12% | 12% | 0.9% | 23% | 0.1% | 5%
CCN(CC)C(=O)c1cc2c(=O)n3ccccc3nc2s1 | 2.9 | 63 | -0.8% | -3% | -4% | -1% | -0.7% | 19% | -0.2% | -2%
CCOC(=O)N1CCN(S(=O)(=O)c2ccc(C(=O)NNc3nc4ccc(Cl)cc4s3)cc2)CC1 | 5.0 | 85 | 0.8% | -1% | 2% | -13% | 9.6% | 2% | 0.7% | -16%
Cn1c2ccccc2n2c(=O)c(=O)n(CC(=O)c3ccc(Cl)cc3)nc12 | 4.4 | 37 | 1.8%[50 µM] | -10% | -5% | 3% | -2.0% | 2% | -0.2% | 16%
O=c1c(-c2ccc(Cl)cc2)[n+]([O-])c2ccccc2n1OCc1ccccn1 | 0.9 | 87 | 0.4% | -7% | -3% | 9% | 1.0% | -4% | -0.1% | -3%
O=C(c1ccc(Cl)c(S(=O)(=O)NCc2ccco2)c1)N1CCN(c2ccc(F)cc2)CC1 | 1.9 | 63 | 4.6% | 0% | 14% | 5% | -2.0% | -2% | -0.1% | 8%
C=CCn1c(-c2ccc3ncccc3c2)n[nH]c1=S | 0.4 | 50 | -1.5% | -15% | -6% | 10% | 0.6% | -22% | -0.1% | 14%
N#Cc1cn(OCc2ccccc2)c(=O)[nH]c1=O | 1.0 | 53 | 0.3% | -3% | 12% | -4% | -0.7% | -9% | 0.5% | 4%
CC(NCc1ccc(F)cc1)C(=O)Nc1cc(S(=O)(=O)N2CCCCC2)ccc1Cl (configuration not stated) | 2.3 | 63 | -0.5% | -5% | 5% | 10% | 0.1% | 1% | 0.0% | 3%
O=c1c2[nH]c3ccc(F)cc3c2ncn1CCN1CCOCC1 | -0.5 | 42 | -0.3% | -1% | 11% | -4% | -3.1% | 1% | -0.2% | 3%
CCC(C)NCC(=O)Nc1ccc([N+](=O)[O-])cc1C(=O)Nc1ccccc1F (configuration not stated) | 1.0 | 55 | 0.2% | -18% | -2% | 16% | -1.3% | 9% | 0.1% | 8%
COC(=O)c1ccc(C2/C(=C(\O)c3ccc4c(c3)OCCO4)C(=O)C(=O)N2c2nnc(C)s2)cc1 (configuration not stated) | 0.2 | 52 | 0.0% | -5% | 1% | 4% | 2.3% | -6% | 0.2% | 14%
Cc1c(N=Cc2ccc(Cl)o2)c(=O)n(-c2ccccc2)n1C | -0.2 | 48 | -0.1% | 0% | 0% | 7% | 6.4% | -4% | 0.3% | 3%
COc1ccc(-c2csc(NC3OC(=O)c4c3ccc(OC)c4OC)n2)cc1OC (configuration not stated) | 3.8 | 40 | 0.3% | -3% | -1% | -8% | -0.1% | 6% | -0.6% | 0%
CCCN1CCN(C(=O)CN2C(=O)CC(C)(C)S(=O)(=O)c3ccccc32)CC1 | -0.9 | 50 | 0.1% | -1% | 11% | 9% | -3.3% | -3% | 0.1% | -2%
Cc1cc(C(=O)C(C)Cl)c(C)n1Cc1ccco1 (configuration not stated) | 1.5 | 45 | 0.4% | -2% | 3% | -3% | 10% | u | 0.6% | 32%
